MsrA inhibitor: bovine MsrA enzyme inhibitors, primary screen, biochemical, absorbance, HTS. Methionine sulfoxide reductase A (Bos taurus). purified bovine MsrA, absorbance read-out. inhibition, % at 15.5 µM. 360,000 compounds, 0.75% hits. AID 651718, 2012; in the data active means inhibition above about 4.5%;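 further: 0% = vehicle wells with enzyme and 100% = reference inhibitor wells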
eLon inh: inhibitors of E. coli Lon protease, primary screen, biochemical, fluorescence polarization; purified E. coli Lon protease; 360,000 compounds, 0.42% hits; inhibition, % at 7.94 µM; P0A9M0; in the data active means inhibition above about 13%, passing the limit was not always enough;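 further: 0% = enzyme with probe and DMSO and 100% = no enzyme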
Scp1 inh: Scp-1 phosphatase inhibitors, primary screen, biochemical, colorimetric, uHTS. Recombinant Scp1, phosphopeptide, malachite green phosphate absorbance. inhibition, % at 20 µM. 340,000 compounds, 0.88% hits;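 active means inhibition above about 50% at 20 µM, limit read from the data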;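 further: plate controls were DMSO wells with enzyme for no effect and wells lacking enzyme for full effect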
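Incubation: 45 min enzyme reaction at room temperature / System: truncated SCP-1 phosphatase (76-261aa) / Reagent: Phospho 17-mer peptide substrate / Buffer or medium: Acidic Tris acetate buffer with magnesium and detergent / Signal: absorbance at 630 nm / Doses: one concentration, 20 µM, with 1.0% DMSO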
STEP inh: STEP phosphatase inhibitors, primary screen, biochemical, fluorescence intensity, uHTS | 360,000 compounds, 0.25% hits | Tyrosine-protein phosphatase non-receptor type 5 (Homo sapiens), P54829 | inhibition, % at 20 µM | recombinant STEP, OMFP fluorogenic substrate;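 active means inhibition at 20 µM, scaled per plate between control wells, above about 37%, limit read from the data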;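 further: 0% = DMSO with enzyme and substrate and 100% = substrate only without enzyme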
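System: isolated STEP enzyme; schedule: 20 min enzyme reaction at room temperature, protected from light; medium: Bis-Tris buffer pH 6.0, 2.5 mM DTT, 0.005% Tween 20; signal: fluorescence, 480/540 nm; dosing: single compound dose of 20 µM, 1% DMSO final; also added: OMFP substrate, 25 µM final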
DNMT1 block: human DNMT1 methyltransferase inhibitors, primary screen, biochemical, molecular beacon, fluorescence, HinP1I cleavage, uHTS; inhibition (reported as % activation of signal), % at 10 µM; 360,000 compounds, 0.83% hits; AID 588458, 2011; in the data active means inhibition above about 50%
Tb MetRS inh: T. brucei MetRS inhibitors, primary screen, biochemical, luminescence; inhibition, % at 11.9 µM; methionyl-tRNA synthetase (Trypanosoma brucei brucei); 360,000 compounds, 0.4% hits; purified T. brucei MetRS, ATP depletion, Kinase-Glo luminescence;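 active means inhibition above a per-plate cutoff of the control wells' mean inhibition plus 3 SD, cut at about 5.5% in these data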;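 further: 0% = DMSO wells median and 100% = median of wells with control inhibitor compound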
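Material: T. brucei methionyl-tRNA synthetase, purified; reagent: substrates ATP, L-methionine and bulk Escherichia coli tRNA; dosing: 11.9 µM single point; timing: 15 min plus 2 h at 25 °C; detection: luminescence of leftover ATP; evaluation: % inhibition; control set: DMSO-only wells as low control; replicates: singlicate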
LMPTP block: LMPTP phosphatase inhibitors, primary screen, biochemical, fluorescence intensity, uHTS | recombinant LMPTP-A, OMFP fluorogenic substrate | inhibition, % at 20 µM | Low molecular weight phosphotyrosine protein phosphatase (Homo sapiens), P24666 | 360,000 compounds, 0.22% hits | AID 651560, 2012;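 active means compounds that cut the enzyme signal by at least half of the control window in the single-dose screen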;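 further: plate controls were DMSO wells with enzyme plus substrate for no effect and substrate without enzyme for full effect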
Target sequence (P24666 whole entry, looked up): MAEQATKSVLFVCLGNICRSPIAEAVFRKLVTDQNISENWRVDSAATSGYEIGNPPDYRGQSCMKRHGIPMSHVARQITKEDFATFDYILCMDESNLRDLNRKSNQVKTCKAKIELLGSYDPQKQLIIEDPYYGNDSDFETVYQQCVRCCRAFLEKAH
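test system = LMPTP-A | amount = 0.625 nM LMPTP-A final | reagent = fluorogenic phosphatase substrate OMFP at 400 µM final | incubation = 50 min at room temperature | benchmarks = no-enzyme low control, uninhibited high control | medium = Bis-Tris pH 6.0, DTT, detergent | signal = fluorescence intensity of OMFP turnover product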
SUMO1-SIM PPI: modulators of SUMO1 protein-protein interactions, primary screen, biochemical, uHTS. Small ubiquitin-related modifier 1 (Homo sapiens), P63165. SUMO1 binding to a labelled peptide, TR-FRET, 1 h. inhibition, % at 20 µM. 360,000 compounds, 0.33% hits; in the data active means inhibition above about 37%
MsrA act: bovine MsrA enzyme activators, primary screen, biochemical, absorbance, HTS | 360,000 compounds, 0.3% hits | AID 602163, 2012 | purified bovine MsrA, absorbance read-out | activation, % at 10.6 µM | Methionine sulfoxide reductase A (Bos taurus); in the data active means activation above about 7.5%;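 further: 0% = vehicle and 100% = reference activator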
NRP1-CendR mod: modulators of CendR peptide binding to NRP-1, primary screen, biochemical, fluorescence polarization, uHTS; Neuropilin-1 (Homo sapiens), O14786; FAM-RPARPAR peptide binding to NRP-1; inhibition, % at 25 µM; 360,000 compounds, 0.85% hits;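 active means inhibition or corrected inhibition above about 18%, plus a signal ratio from 0.5 to 1.5, limit read from the data, passing the limit was not always enough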; further: strong numbers were not always called active
Target sequence (O14786 whole entry, looked up): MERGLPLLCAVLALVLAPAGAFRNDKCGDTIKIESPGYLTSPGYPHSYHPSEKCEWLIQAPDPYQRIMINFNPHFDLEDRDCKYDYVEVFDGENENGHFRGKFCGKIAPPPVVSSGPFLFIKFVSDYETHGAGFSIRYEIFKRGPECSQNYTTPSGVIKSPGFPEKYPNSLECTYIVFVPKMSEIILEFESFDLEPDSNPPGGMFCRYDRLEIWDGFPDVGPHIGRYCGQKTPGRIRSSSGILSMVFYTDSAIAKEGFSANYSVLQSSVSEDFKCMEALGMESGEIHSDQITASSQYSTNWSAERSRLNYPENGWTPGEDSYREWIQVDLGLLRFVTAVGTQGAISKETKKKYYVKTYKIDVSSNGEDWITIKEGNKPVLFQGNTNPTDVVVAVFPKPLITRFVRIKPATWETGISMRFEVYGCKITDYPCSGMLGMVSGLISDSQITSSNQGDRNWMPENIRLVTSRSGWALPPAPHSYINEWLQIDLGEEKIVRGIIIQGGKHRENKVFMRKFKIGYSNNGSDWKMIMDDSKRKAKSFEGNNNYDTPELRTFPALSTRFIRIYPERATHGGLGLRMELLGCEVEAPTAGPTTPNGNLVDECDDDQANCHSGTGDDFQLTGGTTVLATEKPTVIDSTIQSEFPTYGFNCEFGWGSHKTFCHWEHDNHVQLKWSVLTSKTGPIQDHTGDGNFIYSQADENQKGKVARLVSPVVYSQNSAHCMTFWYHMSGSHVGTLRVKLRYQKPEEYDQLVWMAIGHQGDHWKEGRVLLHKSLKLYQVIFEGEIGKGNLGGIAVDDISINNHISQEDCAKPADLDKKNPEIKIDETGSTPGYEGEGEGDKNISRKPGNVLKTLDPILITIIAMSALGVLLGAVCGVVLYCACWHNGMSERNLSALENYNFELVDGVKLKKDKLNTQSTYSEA
Active calls of the source: *; / = not tested or not shown.

SMILES	MsrA inhibitor	eLon inh	Scp1 inh	STEP inh	DNMT1 block	Tb MetRS inh	LMPTP block	SUMO1-SIM PPI	MsrA act	NRP1-CendR mod
CC1CC(C)CN(C(=O)C(C)N(C)CC(=O)Nc2ccc(F)cc2)C1 (stereo unspecified)	-0.3	-12	-8	1	1	-0.2	-0.7	-8	-2	9
COc1cccc(C(=O)CSc2nccn2C)c1	-0.3	-7	-2	0	1	-0.7	-1.2	3	-3	18
COc1cc(/C=N/NC(=O)CNc2n[nH]c(=O)[nH]c2=O)ccc1O	2.1	-8	-4	-3	2	-0.7	-0.4	1	-6	-7
CC(=O)Nc1ccc(S(=O)(=O)N2CCN=C2C)cc1	0.1	-1	-1	1	0	-0.9	0.4	-1	-14	-12
O=C(c1noc2c1CCCCC2)N1CCN(C(c2ccccc2)c2ccccc2)CC1	1.7	-1	4	3	0	-0.7	4.2	2	-4	-8
CCCN(Cc1ccccc1)C(=S)Nc1cccc(C(F)(F)F)c1	0.0	3	-9	-2	-3	-0.3	1.0	1	-5	5
COc1ccc(S(=O)(=O)NCCc2ccc(F)cc2)cc1	-1.2	-7	-2	4	0	-1.1	0.3	-2	-6	3
Cc1nc(-c2nnc(SCC(=O)Nc3cc(Cl)cc(Cl)c3)n2C)cs1	0.5	5	-1	1	7	0.0	-0.6	4	-3	-9
Cc1ccc(N(CC(=O)NCc2ccc(F)cc2)S(=O)(=O)c2cccs2)cc1	1.1	-8	-13	-2	-5	-1.0	-1.2	-1	-3	4
COc1ccccc1N1CCN(C(c2ccccc2)c2nnnn2CCc2ccccc2)CC1 (stereo unspecified)	0.4	-2	-2	2	-4	-1.0	2.5	-2	-9	2
CCOC(=O)C1CCN(CCC(=O)Nc2ccc(C)cc2)CC1	2.1	-10	0	0	0	-0.3	-0.3	20	-2	0
CCn1c(=O)c([N+](=O)[O-])c(N2CCN(Cc3ccc4c(c3)OCO4)CC2)c2ccccc21	1.8	1	7	-1	-6	-0.9	1.7	2	-4	-7
COc1ccc(CNC(=O)c2cn(Cc3ccccc3OC)c(=O)s2)cc1	0.9	-8	/	-1	0	-1.0	0.2	-1	-6	-14
O=C(NCCc1ccccc1)C1CCN(c2ncccn2)CC1	0.4	0	11	0	-1	-0.3	0.6	-2	-1	4
CC(=O)Nc1ccc(N2CCOCC2)c(C(=O)Nc2cccc(C)c2)c1	-0.4	-3	0	-4	0	-0.1	-1.0	-1	-2	6
COc1cccc(CN(C)C(=O)CC23CC4CC(CC(C4)C2)C3)c1OC	0.1	2	-7	-1	1	-0.5	1.3	4	-1	5
COC(=O)CNC(=O)C1CCN(S(=O)(=O)c2cccc3nsnc23)CC1	0.3	1	-4	-2	1	0.4	-0.2	-30	-2	14
CC(C)NC(=O)c1ccc2c(=O)n(CC3CCCO3)c(=S)[nH]c2c1 (stereo unspecified)	-0.1	-3	-7	0	2	-0.8	-1.4	1	-6	-5
O=C(CN1CCN(c2ccccn2)CC1)Nc1ccc2ccccc2c1	0.5	-5	-4	4	0	-0.4	2.5	-4	-3	5
Cc1[nH]n(-c2ccccc2)c(=O)c1C=NC1CCCCCC1	0.8	4	2	1	-3	0.0	0.6	-3	-3	-3

3 compounds drawn at random from those above, as already listed:
SMILES	MsrA inhibitor	eLon inh	Scp1 inh	STEP inh	DNMT1 block	Tb MetRS inh	LMPTP block	SUMO1-SIM PPI	MsrA act	NRP1-CendR mod
CCn1c(=O)c([N+](=O)[O-])c(N2CCN(Cc3ccc4c(c3)OCO4)CC2)c2ccccc21	1.8	1	7	-1	-6	-0.9	1.7	2	-4	-7
COc1ccc(S(=O)(=O)NCCc2ccc(F)cc2)cc1	-1.2	-7	-2	4	0	-1.1	0.3	-2	-6	3
Cc1nc(-c2nnc(SCC(=O)Nc3cc(Cl)cc(Cl)c3)n2C)cs1	0.5	5	-1	1	7	0.0	-0.6	4	-3	-9

(further entries)
SMILES	MsrA inhibitor	eLon inh	Scp1 inh	STEP inh	DNMT1 block	Tb MetRS inh	LMPTP block	SUMO1-SIM PPI	MsrA act	NRP1-CendR mod
CCN(CC(=O)Nc1ccc(NC(C)=O)cc1)C(=O)C1CCN(C(=O)c2ccccc2C)CC1	-1.2	-5	-7	10	-1	-0.2	-4.6	1	-1	-9
O=C(Nc1cccc(Cl)c1)OCc1cncs1	-0.5	2	-2	-6	-6	-0.7	-0.3	-1	-1	2
NC1=NC(c2cn(-c3ccccc3)nc2-c2cccs2)n2c(nc3ccccc32)N1 (stereo unspecified)	1.2	0	1	-3	-6	-0.1	44	1	5	6
CC(C)CC(=O)Nc1ncnc2c1C(=O)CC(C)(C)C2	1.8	3	-5	1	0	0.2	-0.9	-4	-1	7
O=C1N2CCSC2=NC1(Nc1ccccn1)C(F)(F)F (stereo unspecified)	-2.0	-9	-5	1	-1	-0.9	2.2	-1	-2	5
O=C(CNC(=O)c1ccc(Br)o1)Nc1cccc(S(=O)(=O)N2CCCC2)c1	-0.4	5	-1	3	-1	-0.3	0.7	0	-6	4
O=C(NCCC(=O)N1CCN(S(=O)(=O)c2ccc(F)cc2)CC1)Nc1ccccc1	0.7	-4	30	-2	2	-0.2	-0.5	-8	-2	4
COc1ccc2c(c1)OC[C@H]1[C@H]2N2C(=O)CN(Cc3ccccc3)C(=O)[C@@]2(C)[C@H]1c1ccccc1	0.5	8	-6	0	6	0.1	1.9	-8	0	-13
Oc1ccc(C(=Nc2ccccc2)c2ccccc2)c(O)c1	5.3*	-7	-8	-2	-1	-0.2	0.0	-3	-5	11
CCN(CC)c1ccc(C(=O)N/N=C(\C)c2cccnc2)cc1	2.9	-3	-5	-3	0	0.1	-0.7	-7	-5	-8
NNC(=O)c1nc[nH]c1C(=O)Nc1ccccc1	0.7	-10	-1	0	66*	-0.8	-2.6	2	-2	-2
O=C(Cn1cnc2ccccc21)NCCCN1CCOCC1	0.2	-4	-6	0	1	0.6	-3.3	-2	0	8
O=C(CCc1nnc(-c2ccc(-c3ccccc3)cc2)o1)NCCc1ccccn1	-0.6	-4	-2	1	-2	-0.1	0.0	-9	0	0
CCC(CC)NC(=O)COn1nnc2ccc(S(=O)(=O)N3CCOCC3)cc21	0.0	-2	-1	1	2	-0.1	-0.9	2	-1	9
CCn1cc(C(=O)N2CCn3c(nc4ccccc43)C2)c(=O)c2ccc(C)nc21	1.8	-2	-9	-2	1	-0.5	-2.0	3	-3	10
CCCNS(=O)(=O)c1ccc(OCC(=O)Nc2ccc3c(c2)OCCO3)cc1	-0.3	5	-2	0	4	0.1	-0.5	-2	-2	16
CC(C)(C)OC(=O)N1CCC2(CC1)Oc1ccc(Cl)cc1C(=O)C21CC(c2ccc(Cl)cc2)=NO1 (stereo unspecified)	-0.4	-5	-11	2	4	-0.3	-0.3	-3	-2	-7
COc1cc(OC)nc(Oc2ccc(N)c(C)c2)n1	0.7	-6	-9	-2	0	-0.9	-0.8	3	-2	9
Cc1ccc(F)cc1NC(=O)CSc1n[nH]c(N)n1	1.4	0	-10	2	2	-0.4	-0.4	7	-1	-8
Cc1cccc(C(=O)OCC(=O)Nc2c(C)n(C)n(-c3ccccc3)c2=O)c1O	0.7	-2	-2	1	4	-0.2	-0.5	2	1	12
CC(=O)c1cccc(OCC(O)CNCC2CCCCC2)c1 (stereo unspecified)	-1.6	-13	-9	-1	1	-0.7	-2.6	-4	-3	2
N#Cc1ccc(C23CC4(C2)[C@H](CN(Cc2ccc(-c5ccccc5)cc2)[C@@H]4c2ccccc2)C3c2ccccc2)cc1 (stereo partly specified)	0.4	-10	7	5	22	-0.2	-0.7	0	-3	-16
CC1CN(S(=O)(=O)c2cccc(C(=O)Nc3ccc(N4CCCCC4)cc3)c2)CC(C)O1 (stereo unspecified)	0.2	2	/	-4	-2	-0.3	0.1	1	7	-4
CC(C)C[C@@H]1COc2cccc(N3CCN(Cc4ccccc4F)CC3)c2S(=O)(=O)N1	0.1	-7	/	/	/	0.2	-1.5	-2	-4	5
O=C(CCNC(=O)N1CC(=O)Nc2ccccc21)NCCc1ccc(Cl)cc1	-0.8	-1	/	0	6	-0.1	-1.8	0	-6	13
CC(/C=C/c1ccco1)=N/NC(=O)OC(C)(C)C	0.9	4	-1	1	-2	-0.3	-1.8	-3	-2	-14
C=CCc1c(Cl)nc(C)nc1NCc1ccccc1	-0.8	-10	-10	1	-3	-0.8	-0.3	1	-1	10
COc1cccc(NC(=O)NC2CC(=O)N(c3ccc4c(c3)OCCO4)C2)c1 (stereo unspecified)	-0.5	4	-3	3	1	-0.3	1.4	-2	-4	-8
CC(C)C(OC(=O)c1cccs1)C(=O)NCCc1ccccc1 (stereo unspecified)	1.7	2	-8	-1	-2	0.6	-1.6	3	-2	4
Cc1ccc(-c2noc(CN3CCN(C(c4ccccc4)c4ccccc4)CC3)n2)cc1	-0.7	-9	31	2	-2	-0.8	3.5	2	1	7
CC(=O)Nc1ccc(S(=O)(=O)NCC2CCC(C(=O)N3CCCCCC3)CC2)cc1 (stereo unspecified)	-0.6	-5	7	-7	4	-1.4	-0.2	-1	-10	-8
O=C(NCc1ccccc1)c1cc(C2COCCN2C(=O)c2ccc(Cl)cc2)on1 (stereo unspecified)	-1.5	4	/	3	4	-0.3	0.5	1	-1	2
CC(C)c1ccc(-n2cccc2/C=C2/C(=N)N3C=CSC3=NC2=O)cc1	0.3	-76	2	-1	-7	-0.2	3.8	-7	-1	-80
COc1ccc(S(=O)(=O)Nc2ccccc2-c2nnn(CC(=O)Nc3ccccc3OC)n2)cc1	-0.1	-7	-17	-2	-2	-0.3	0.9	-2	-3	-12
CCOCCCNC(=S)N1CCN(c2nc(-c3ccc(F)cc3)cs2)CC1	-1.1	-3	-4	0	-5	-0.3	-0.7	-2	-2	-3
O=S(=O)(Nc1cccc(S(=O)(=O)N2CCCC2)c1)c1ccc(Cl)s1	-1.0	-12	-2	-1	-3	-0.4	1.1	0	-9	6

Limited to MsrA inhibitor, eLon inh and STEP inh (two entries from above):
Compound | MsrA inhibitor | eLon inh | STEP inh
COc1ccc(S(=O)(=O)Nc2ccccc2-c2nnn(CC(=O)Nc3ccccc3OC)n2)cc1 | -0.1 | -7 | -2
CCOCCCNC(=S)N1CCN(c2nc(-c3ccc(F)cc3)cs2)CC1 | -1.1 | -3 | 0

Assay outcomes deposited in PubChem BioAssay by several laboratories.
